Screens from PubChem BioAssay.
CDK5 p35 inh: inhibitors of human CDK5/p35 kinase; Q00535+Q15078; Recombinant CDK5/p35, ADP-Glo luminescence, 60 min; inhibition, % at 10 µM; 330,000 compounds, 0.01% hits; AID 488839;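 active means highest replicate inhibition of at least 50% and at least 75% of replicates reaching 50%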;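 further: plate controls were DMSO neutral control for no effect and GW8510 at 10 µM for full effect; many of its hits are not listed in these tables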
Keap1-Nrf2 PPI: Keap1-Nrf2 (human) interaction inhibition | Q14145 | Keap1 Kelch-Nrf2 peptide fluorescence polarization, 1536-well | inhibition, % at 9.4 µM | 340,000 compounds, 0.15% hits; in the data active means inhibition above about 12%;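 further: human Keap1 Kelch domain with fluorescein labeled Nrf2 9mer peptide probe; 0% = neutral control wells and 100% = peptide positive control; higher means more block of Keap1 binding to Nrf2 peptide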
RTF Ca sens act: cardiac RTF calcium sensitization. P19429+P45379. IANBD-labeled TnC RTF fluorescence at EC20 calcium; 0% EC20 calcium, 100% full calcium. activation, % at 7.2 µM. 340,000 compounds, 0.24% hits. AID 493008;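 active means activation above the mean over all tested compounds plus 3 SD, cut at about 30% in these data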;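 further: rise in fluorescence read as greater calcium sensitivity of cardiac thin filaments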
dFosB activator: activators of mouse delta FosB homodimer; P13346; purified delta FosB, TAMRA-CDK5 oligo fluorescence polarization; percent of positive-control signal above neutral wells; activation, % at 25 µM; 340,000 compounds, 0.99% hits; AID 493131;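 active means mean activation above about 17%, with every replicate also reaching it, limit read from the data, passing the limit was not always enough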;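 further: fluorescence polarization rise as delta FosB binds a TAMRA Cdk5 AP-1 oligo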
PfHsp90 set2: inhibits growth of yeast expressing Plasmodium falciparum Hsp90; inhibition, % at 9.4 µM; S. cerevisiae expressing PfHsp90, BacTiter-Glo ATP, 48 h; yeast lacking PDR1 and PDR3 efflux regulators; 310,000 compounds, 0.32% hits;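 active means every replicate shows inhibition above about 80%, whatever the replicate mean, limit read from the data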;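 further: 0% = DMSO neutral controls and 100% = 20 µM radicicol positive controls; yeast relying on Plasmodium falciparum Hsp90 in place of its own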
Mot1-301 SUMO: inhibitors of SUMOylation pathway: yeast Mot1-301 growth rescue; S. cerevisiae Mot1-301 growth rescue, ATP luminescence, 38.5C; percent above DMSO median, 100 means doubled; growth rescue, % at 18.8 µM; 320,000 compounds, 1% hits;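 active means every valid replicate shows activation above 250% relative to neutral control wells; inactive means the rest, any valid replicate at or below 250%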;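 further: OY570 slx delta 5 strain wells were the positive control but not used for scaling; some compounds called inactive have numbers as strong as hits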
Cardiac RTF inh: cardiac RTF calcium desensitization; P19429+P45379; IANBD-labeled cardiac RTF, Ca2+ fluorescence; inhibition, % at 7.15 µM; 340,000 compounds, 0.12% hits; AID 493244;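 active means inhibition above the mean inhibition of all tested compounds plus 3 SD, cut at about 17% in these data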;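 further: assay run at fixed EC70 calcium of 1.6 mM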
PvdQ inh: P. aeruginosa PvdQ acylase inhibition; purified PvdQ acylase, fluorescence plate reader; inhibition, % at 10 µM; 340,000 compounds, 0.063% hits; AID 488965; in the data active means inhibition above about 30%, passing the limit was not always enough;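 further: 0% = vehicle neutral wells and 100% = reference inhibitor wells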
NSD2 HMT inh: NSD2 (human) methyltransferase inhibition; inhibition, % at 12.5 µM; O96028; NSD2 peptide methylation, AlphaScreen, 120 min; 310,000 compounds, 0.54% hits; in the data active means inhibition above about 50%
Target sequence (O96028 whole entry, looked up): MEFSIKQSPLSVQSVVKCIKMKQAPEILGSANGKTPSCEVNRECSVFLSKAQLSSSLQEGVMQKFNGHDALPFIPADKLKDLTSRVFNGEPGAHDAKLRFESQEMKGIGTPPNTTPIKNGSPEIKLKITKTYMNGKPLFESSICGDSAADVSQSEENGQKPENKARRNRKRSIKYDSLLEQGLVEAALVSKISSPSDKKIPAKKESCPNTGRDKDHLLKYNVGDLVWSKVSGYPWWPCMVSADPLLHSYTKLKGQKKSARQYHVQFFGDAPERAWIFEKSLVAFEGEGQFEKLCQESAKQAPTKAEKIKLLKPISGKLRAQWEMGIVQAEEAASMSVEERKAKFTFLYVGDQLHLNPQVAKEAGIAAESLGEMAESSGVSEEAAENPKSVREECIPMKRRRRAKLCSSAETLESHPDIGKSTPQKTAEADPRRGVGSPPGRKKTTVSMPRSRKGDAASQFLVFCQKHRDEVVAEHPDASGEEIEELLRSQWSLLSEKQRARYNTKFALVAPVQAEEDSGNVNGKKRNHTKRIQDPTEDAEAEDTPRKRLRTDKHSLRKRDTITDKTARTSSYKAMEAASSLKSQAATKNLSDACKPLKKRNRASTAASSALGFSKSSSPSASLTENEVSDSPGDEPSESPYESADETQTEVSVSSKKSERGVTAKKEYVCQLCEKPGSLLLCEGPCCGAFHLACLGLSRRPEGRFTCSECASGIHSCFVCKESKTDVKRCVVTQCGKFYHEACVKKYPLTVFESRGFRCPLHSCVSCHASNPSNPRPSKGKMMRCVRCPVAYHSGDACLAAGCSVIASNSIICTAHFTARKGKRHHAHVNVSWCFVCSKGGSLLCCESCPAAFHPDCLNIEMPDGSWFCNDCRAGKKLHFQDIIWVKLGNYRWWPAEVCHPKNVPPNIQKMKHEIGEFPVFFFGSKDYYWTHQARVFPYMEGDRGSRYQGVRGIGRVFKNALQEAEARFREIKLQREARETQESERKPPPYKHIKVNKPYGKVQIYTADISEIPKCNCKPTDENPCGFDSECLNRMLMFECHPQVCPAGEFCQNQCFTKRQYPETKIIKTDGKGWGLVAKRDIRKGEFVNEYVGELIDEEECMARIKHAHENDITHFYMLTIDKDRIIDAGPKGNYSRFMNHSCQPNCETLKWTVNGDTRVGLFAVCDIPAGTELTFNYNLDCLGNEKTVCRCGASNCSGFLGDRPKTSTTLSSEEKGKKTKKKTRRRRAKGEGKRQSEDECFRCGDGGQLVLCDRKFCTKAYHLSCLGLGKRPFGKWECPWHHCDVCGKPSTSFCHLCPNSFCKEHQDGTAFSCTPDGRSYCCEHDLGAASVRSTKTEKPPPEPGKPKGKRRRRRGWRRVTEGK
Rtt109 Vps75: inhibitors of Candida albicans Rtt109/Vps75 histone acetyltransferase. purified Rtt109/Vps75, ThioGlo CoA-SH fluorescence, 4 h. inhibition, % at 34.9 µM. Q5AAJ8. 330,000 compounds, 0.16% hits;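 active means inhibition of at least 50% in every replicate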
LANA DNA inh: blocks KSHV LANA C-terminal domain binding to DNA | MBP-C-LANA/FAM-LBS DNA binding, fluorescence polarization | inhibition, % at 9 µM | 340,000 compounds, 0.078% hits | AID 504423;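 active means highest replicate inhibition at or above 60% at 9 µM, even if other replicates fall short; inactive means all replicates below 60% inhibition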;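 further: 0% = neutral control wells and 100% = 4 µM acridine orange control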
* = called active by the depositor; / = not tested or not shown.

Results follow in this order: CDK5 p35 inh	Keap1-Nrf2 PPI	RTF Ca sens act	dFosB activator	PfHsp90 set2	Mot1-301 SUMO	Cardiac RTF inh	PvdQ inh	NSD2 HMT inh	Rtt109 Vps75	LANA DNA inh
O=S(=O)(O)CCN1CCOCC1
→ 0.9	-3	-5	3	-15	-7	-4	-17	0	3	0.1
COc1ccccc1NS(=O)(=O)c1ccc(C(=O)NCC(c2ccco2)N(C)C)cc1 (configuration not stated)
→ 1.2	1	-5	-7	-10	0	-4	20	2	-3	5.3
CCOc1ccc(-n2c(SCC(=O)OC)nc3sc4c(c3c2=O)CCN(C)C4)cc1
→ 1.8	-3	-1	-1	0	-14	0	10	33	-7	-6.6
COC(=O)C1CCN(C(=O)COC(=O)c2cc([N+](=O)[O-])ccc2N2CCOCC2)CC1
→ -1.5	1	-1	-8	-17	-10	-3	6	1	6	0.7
O=C1NN=C(c2ccccc2)CC1c1ccc(Cl)cc1Cl (configuration not stated)
→ -2.5	-3	2	-3	-11	12	-7	6	1	7	-0.6
O=C(O)CCCNC(=O)/C(=C\c1ccccc1F)NC(=O)c1ccccc1
→ -3.4	-7	6	7	-19	254	5	-15	-5	-12	1.4
COc1ccc(OCC(=O)Nc2ccc3c(c2)nc(CCN2CCC(C)CC2)n3C)cc1
→ -0.1	-5	4	-7	-4	39	0	-18	2	2	-1.6
Cc1ccnc(Sc2ccc([N+](=O)[O-])cc2[N+](=O)[O-])n1
→ -0.6	-3	2	0	7	-35	-5	-1	8	4	-2.2
O=C(O)c1cc([N+](=O)[O-])ccc1NCc1ccccc1
→ -0.6	-3	4	-7	-6	/	4	5	0	/	-0.3
O=C(CCC(=O)N1CCSc2ccccc21)NCCc1ccccc1
→ -0.9	-2	-3	-5	-13	-9	1	7	/	-6	-1.2
O=C(COC(=O)c1cccs1)c1ccc2c(c1)OCCO2
→ 11	-2	-3	-5	-3	-36	5	6	/	10	-2.8
CCNC(=O)C1CC(=O)N(CC)C(=Nc2cc(Cl)c(O)c(Cl)c2)S1 (configuration not stated)
→ -1.2	0	-1	-1	-32	23	-2	1	-7	8	1.3
CCN(CC(=O)Nc1ccc(S(=O)(=O)N2CCCC2)cc1)CC(=O)Nc1cccc(OC)c1
→ -1.1	0	4	-9	5	/	-2	-8	0	-11	1.9
O=C(O)c1cc2c(N3CCC(Cc4ccccc4)CC3)ncnc2s1
→ 0.6	-1	-2	3	-5	-3	-7	4	-3	3	1.2
Cc1ccc(S(=O)(=O)c2c(N)n(CC3CCOC3)c3nc4ccccc4nc23)cc1 (configuration not stated)
→ 3.4	-1	2	4	7	-6	-6	-11	-6	/	2.5
O=C(NC1CCCCCC1)c1ccc(CS(=O)Cc2ccccc2Cl)o1 (configuration not stated)
→ /	-6	-2	-10	8	-8	-4	-7	-1	-3	-1.1
COCC(=O)N1CCC(n2nnc3cc(C(F)(F)F)ccc32)CC1
→ 0.1	-6	-4	5	7	8	3	-10	-2	3	0.1
O=C1CC(N2CCCN(C3CC(=O)N(c4ccc(F)cc4)C3=O)CC2)C(=O)N1c1ccc(F)cc1 (configuration not stated)
→ 0.8	3	0	-3	8	-10	-4	1	1	1	-0.1
CC(C)C[C@H](NC(=O)c1nc[nH]c1C(=O)N1CCN(c2ccccc2)CC1)C(=O)OCc1ccccc1
→ 1.9	2	-3	0	11	5	1	-2	/	-9	-1.1
COc1cnn(-c2ccccc2)c(=O)c1SCc1ccc(Cl)c(Cl)c1
→ 3.1	-2	6	-1	-29	5	-6	7	-5	-7	-1.0

A draw from above in order of count of non-hydrogen atoms, falling.
Results follow in this order: CDK5 p35 inh	Keap1-Nrf2 PPI	RTF Ca sens act	dFosB activator	PfHsp90 set2	Mot1-301 SUMO	Cardiac RTF inh	PvdQ inh	NSD2 HMT inh	Rtt109 Vps75	LANA DNA inh
CC(C)C[C@H](NC(=O)c1nc[nH]c1C(=O)N1CCN(c2ccccc2)CC1)C(=O)OCc1ccccc1
→ 1.9	2	-3	0	11	5	1	-2	/	-9	-1.1
O=C1CC(N2CCCN(C3CC(=O)N(c4ccc(F)cc4)C3=O)CC2)C(=O)N1c1ccc(F)cc1 (configuration not stated)
→ 0.8	3	0	-3	8	-10	-4	1	1	1	-0.1
CCN(CC(=O)Nc1ccc(S(=O)(=O)N2CCCC2)cc1)CC(=O)Nc1cccc(OC)c1
→ -1.1	0	4	-9	5	/	-2	-8	0	-11	1.9
Cc1ccc(S(=O)(=O)c2c(N)n(CC3CCOC3)c3nc4ccccc4nc23)cc1 (configuration not stated)
→ 3.4	-1	2	4	7	-6	-6	-11	-6	/	2.5
O=C(NC1CCCCCC1)c1ccc(CS(=O)Cc2ccccc2Cl)o1 (configuration not stated)
→ /	-6	-2	-10	8	-8	-4	-7	-1	-3	-1.1
O=C(CCC(=O)N1CCSc2ccccc21)NCCc1ccccc1
→ -0.9	-2	-3	-5	-13	-9	1	7	/	-6	-1.2
COCC(=O)N1CCC(n2nnc3cc(C(F)(F)F)ccc32)CC1
→ 0.1	-6	-4	5	7	8	3	-10	-2	3	0.1
O=C(COC(=O)c1cccs1)c1ccc2c(c1)OCCO2
→ 11	-2	-3	-5	-3	-36	5	6	/	10	-2.8
O=C(O)c1cc([N+](=O)[O-])ccc1NCc1ccccc1
→ -0.6	-3	4	-7	-6	/	4	5	0	/	-0.3

Remaining list, next part.
Results follow in this order: CDK5 p35 inh	Keap1-Nrf2 PPI	RTF Ca sens act	dFosB activator	PfHsp90 set2	Mot1-301 SUMO	Cardiac RTF inh	PvdQ inh	NSD2 HMT inh	Rtt109 Vps75	LANA DNA inh
Cc1nc(SCC(=O)Nc2c(C)n(C)n(-c3ccccc3)c2=O)[nH]c(=O)c1Cc1ccccc1
→ -3.8	1	1	-10	-7	-16	-6	-4	-2	1	0.2
CC1CCN(Cc2ccc(-c3nnn(CC(=O)NC4CCCCC4)n3)cc2)CC1
→ -0.5	1	-4	0	0	-23	-4	-1	-6	3	-1.0
CO/N=C1\CCCc2c(C(=O)NN)sc(SC)c21
→ 0.0	-3	/	-7	8	-12	/	-2	0	-12	0.5
CS(=O)(=O)N(CC(=O)NCc1ccco1)c1ccc(Cl)cc1Cl
→ 0.4	-2	3	-1	-7	3	-1	5	-3	-9	-1.1
COc1ccc(/C=N\Nc2ncc(F)c(N3CCOCC3)n2)cc1OC
→ 3.3	-4	6	1	2	0	1	1	0	5	0.4
Cc1ccc(S(=O)(=O)N2CCCCC2C(=O)O)cc1 (configuration not stated)
→ -0.4	-3	-2	-5	-34	-5	-4	5	-9	15	-1.0
Cc1ccccc1OCC(O)Cn1c(N2CCCCC2)nc2c1c(=O)[nH]c(=O)n2C (configuration not stated)
→ -0.5	-1	-3	-10	-2	-12	1	1	-2	-3	1.0
CCn1nc(C)c(CCC(=O)O)c1C
→ 2.8	-11	6	-5	-13	/	4	5	1	1	0.6
CC(C)(C)c1ccc(C(=O)NCc2nnc(SCC(=O)NCc3ccco3)o2)cc1
→ 2.6	3	0	-10	16	2	-6	-10	7	3	0.1
CC(=O)c1ccc(OCc2cc(C(=O)N3CC[C@@H]4CCCC[C@H]4C3)no2)cc1
→ 1.9	-7	6	-14	-5	208	-4	12	-4	3	-0.9
CC(C)(C)c1cc(S(=O)(=O)CCc2ccccn2)cc(C(C)(C)C)c1F
→ -0.4	0	2	-10	-8	-30	-5	1	-5	-1	-2.6
N#Cc1c(-c2ccc(Cl)cc2)c(C#N)c(=O)n(N)c1N
→ 0.3	-1	7	-6	-1	-26	-5	-11	-1	2	8.2
Nc1ccccc1C(=O)N=Nc1[nH]c(N)c2ccccc12
→ -1.1	0	0	0	18	3	-1	-9	1	-11	0.4
O=C(COC(=O)Cc1cn2ccsc2n1)NC12CC3CC(CC(C3)C1)C2
→ -0.1	-8	4	-6	3	5	-3	-11	4	3	-0.4
Fc1ccc(Cc2nnc(-c3cccs3)o2)cc1
→ 1.9	-2	1	4	7	-17	-1	-8	/	-6	1.4
CC(=O)Nc1cccc(OCc2ccc(S(=O)(=O)Cc3ccccc3)cc2)c1
→ -7.2	-1	-5	-4	-3	-3	9	2	15	-2	1.2
O=C(Nc1ccccc1[N+](=O)[O-])c1cccc(N2C(=O)CCC2=O)c1
→ 0.7	0	1	-5	2	-15	-5	7	-1	25	0.5
O=C(O)c1c(C(=O)O)c(-c2ccc(Cl)c(Cl)c2)n2c1CSC2
→ -10	0	-7	-2	-6	47	-2	-5	5	6	1.3
C=CCn1cnnc1SCC(=O)N(C)CC1COc2ccccc2O1 (configuration not stated)
→ 0.9	-2	-3	2	-5	-23	6	-4	-1	-6	0.3
O=C(NC(=S)Nc1ccc(S(=O)(=O)Nc2nccs2)cc1)c1ccc(Br)o1
→ 2.3	-3	1	-11	-8	-9	6	5	2	/	1.5
O=C(CCC1CCCCC1)NCc1ccncc1
→ 0.3	-5	7	-5	/	158	4	-6	-1	0	0.4
Cc1cc(C)cc(N(C(=O)CNC(=O)c2ccco2)C(C(=O)NC2CCCCC2)c2ccncc2)c1 (configuration not stated)
→ 1.2	1	-6	-5	7	-10	8	-13	-1	5	0.4
COc1ccccc1C(=O)NC(=S)Nc1ccc(Cc2ccncc2)cc1
→ -6.8	-9	11	-10	-18	0	-9	-18	3	/	-0.1
CN(C)S(=O)(=O)c1ccc(Cl)c(NC(=O)CN2CCNC(=O)C2)c1
→ 1.0	1	5	3	2	-8	10	0	/	-7	0.0
O=C1CSC(c2ccncc2)N1Cc1ccc(F)cc1 (configuration not stated)
→ 3.3	-1	5	-3	-10	23	1	9	-2	3	1.3
O=C(COC(=O)C1c2ccccc2Oc2ccccc21)Nc1ccc2c(c1)OCO2
→ 1.2	-3	0	3	4	-4	-4	-9	2	2	0.1
Clc1ccc(-c2nc3ncccn3c2Cl)cc1
→ 0.1	3	-1	-6	/	10	-7	-9	/	-45	0.9
COC(=O)c1ccc(CSc2nnc(CNC(=O)c3ccc(OC)cc3)o2)o1
→ 0.3	3	3	-1	/	-17	-11	-6	-1	-3	0.6
